Screening data from PubChem BioAssay.
FBW7 act: FBW7 E3 ligase activators, primary screen, biochemical, AlphaScreen, human | F-box/WD repeat-containing protein 7 (Homo sapiens), Q969H0 | AlphaScreen FBW7–phospho-cyclin E peptide binding, activator screen | normalized activity (activation), % at 26.1 µM | hit rate 0.13% among 650,000 | AID 1259310, 2017; in the data active = normalized activity above about 1.9%;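 note: purified mutant Fbw7 with reduced substrate affinity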
MITF primary: MITF inhibitors, primary screen, biochemical, AlphaScreen, human; Microphthalmia-associated transcription factor (Homo sapiens), O75030; hit rate 0.91% among 650,000; inhibition, % at 2.6 µM; AlphaScreen MITF homodimerization, bead proximity signal; in the data active = inhibition above about 50%;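 note: 0% = vehicle wells with protein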
Target sequence (O75030 whole entry, looked up): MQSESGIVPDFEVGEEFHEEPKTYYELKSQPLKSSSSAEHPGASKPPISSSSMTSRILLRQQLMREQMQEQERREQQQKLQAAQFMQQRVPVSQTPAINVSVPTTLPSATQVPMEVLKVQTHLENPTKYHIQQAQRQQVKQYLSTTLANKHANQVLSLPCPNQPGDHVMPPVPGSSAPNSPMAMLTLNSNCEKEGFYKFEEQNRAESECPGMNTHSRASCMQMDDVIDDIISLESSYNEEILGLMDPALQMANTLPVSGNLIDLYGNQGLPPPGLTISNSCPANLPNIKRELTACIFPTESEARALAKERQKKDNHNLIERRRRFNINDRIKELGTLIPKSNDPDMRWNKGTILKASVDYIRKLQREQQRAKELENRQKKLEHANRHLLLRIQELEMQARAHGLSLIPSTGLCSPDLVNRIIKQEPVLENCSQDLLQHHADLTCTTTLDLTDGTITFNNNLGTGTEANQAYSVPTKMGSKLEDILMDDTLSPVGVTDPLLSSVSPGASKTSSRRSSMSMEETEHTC
TEAD-YAP inh: TEAD-YAP interaction inhibition, primary screen, TEAD-YAP interaction inhibitor project, luminescence, HEK-TIYL cells | TEAD-Gal4/YAP UAS-luciferase luminescence | hit rate 1.4% among 640,000 | inhibition, % at 9.12 µM; in the data active = inhibition above about 32%;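 note: 0% = median of test compound wells and 100% = reference inhibitor wells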
GPR151 activ: activators of human GPR151, primary screen, cell-based, PathHunter beta-arrestin, luminescence; hit rate 1% among 650,000; PathHunter beta-arrestin GPR151 cells; G-protein coupled receptor 151 (Homo sapiens), Q8TDV0; activation, % at 11.2 µM; in the data active = activation above about 4.9%;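 note: 0% = median of compound wells and 100% = cells with positive control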
Target sequence (Q8TDV0 whole entry, looked up): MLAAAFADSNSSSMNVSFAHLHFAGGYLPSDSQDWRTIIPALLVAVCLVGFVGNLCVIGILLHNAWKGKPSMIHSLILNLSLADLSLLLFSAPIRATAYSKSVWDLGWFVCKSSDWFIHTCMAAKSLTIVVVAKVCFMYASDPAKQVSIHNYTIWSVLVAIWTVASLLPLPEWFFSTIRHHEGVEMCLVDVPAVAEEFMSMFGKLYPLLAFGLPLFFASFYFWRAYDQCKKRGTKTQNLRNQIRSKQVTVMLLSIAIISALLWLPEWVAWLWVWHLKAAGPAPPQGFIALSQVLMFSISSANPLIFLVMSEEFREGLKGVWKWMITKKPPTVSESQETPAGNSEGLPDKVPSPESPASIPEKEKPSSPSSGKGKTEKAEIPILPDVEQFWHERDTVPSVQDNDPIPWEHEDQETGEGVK
* hit, by the source's call; & = joins results of further samples.

SMILES | FBW7 act | MITF primary | TEAD-YAP inh | GPR151 activ
CCOC(=O)c1ccc(NC(=O)CN(c2cccc(C(C)=O)c2)S(C)(=O)=O)cc1 | 0.3 | 16 | -2 | -3.8
Cc1ccc2c(c1)C(c1ccccc1)N(C(=O)c1cc(Cl)cc(Cl)c1)CC(=O)N2 (stereo unspecified) | 0.3 | 6 | -4 | -0.9
COc1cc(C(c2nnnn2C(C)(C)C)N2CCc3ccccc3C2)ccc1O (stereo unspecified) | 0.5 | 1 | -56 | 0.1
Cn1ncc(Br)c1-c1nc2ccccc2[nH]1 | 0.0 | -13 | -12 | 0.1
CCOc1ccc2nc(SCC(=O)N3CCCCCC3)c(C#N)cc2c1 | -0.1 | 5 | 1 | 0.6
O=C(CC1(O)C(=O)N(Cc2ccccc2Cl)c2ccccc21)c1ccc(Br)s1 (stereo unspecified) | -0.1 | 1 | 8 | 0.7
COc1ccc(/C=N/NC(=O)c2ccc(OC)cc2)cc1 | 0.0 | 5 | -28 | -1.1
CCOC(=O)c1ccccc1C(=O)c1ccc(N)c([N+](=O)[O-])c1 | -0.1 | -1 | -6 | 0.4
Fc1ccccc1-c1nc(N2CCOCC2)c2ccccc2n1 | 0.1 | 11 | 24 | 1.0
COc1ccc(NS(=O)(=O)c2c(C)cc(C)cc2C)cc1 | -0.2 | -2 | -8 | 1.0
COC(=O)c1sc(NC(=O)CSc2ncnc3sc4c(c23)CCC4)c(C(=O)OC)c1C | 0.1 | 9 | 7 | -1.2
Cc1nc(Nc2ccc(Oc3ccccc3)cc2)c2cc(C)sc2n1 | -0.1 | 15 | -10 | -0.5
Cc1cccc(NC(=O)C2CC(=O)N(Cc3ccc4c(c3)OCO4)C(=Nc3ccc(F)cc3)S2)c1 (stereo unspecified) | 0.0 | 9 | 3 | -0.4
COCCNc1nc2nonc2nc1NCC1CCN(Cc2ccccc2)C1 (stereo unspecified) | -0.1 | -2 | -13 | 3.8
COc1cccc(-c2n[nH]c3c2C(c2cccc(OC)c2)NC3=O)c1 (stereo unspecified) | 0.0 | -8 | 6 | 1.1
Cc1cccc(C2C3=C(CCCC3=O)Nc3c2c(=O)n(C)c(=O)n3C)c1 (stereo unspecified) | 0.0 | -5 | 4 | -0.7
Cc1cc(C(=O)NCc2ccc(N3CCOCC3)cc2)nn1C | 0.4 | 2 | 0 | 0.7
N#Cc1ccccc1NC(=O)COC(=O)C1CCCCC1 | 0.4 | -1 | -4 | 0.0
COC(=O)C1=CN(C2CC2)C=C(C(=O)OC)C1c1ccccc1 | 0.3 | 6 | 2 | 0.1
COc1ccccc1C/C(N)=N/OC(=O)c1ccccc1 | 0.5 | -5 | -40 | 0.5
O=C(Cc1ccccc1)NC(NC(=O)Cc1ccccc1)c1ccc([N+](=O)[O-])cc1 | 0.1 | 6 | -5 | -0.5
COc1ccc(C)cc1NC(=O)CSc1nnc(CC(=O)Nc2ccccc2C)n1C | 0.5 | 10 | -5 | -0.4
CCOC(=O)C1CCCN(C(=O)CSc2nc3ccccc3c(=O)n2CC2COc3ccccc3O2)C1 (stereo unspecified) | 0.0 | 5 | 2 | 0.5
CCCCCc1ccc(CC(=O)Nn2c(-c3ccccc3F)nc3ccccc3c2=O)cc1 | -0.2 | 12 | 2 | 1.1
CCOC(=O)c1c2n(c3cc(Cl)c([N+](=O)[O-])cc3c1=O)CCC2 | 0.8 | 3 | 6 | -1.6

6 compounds out of the list, arranged by molecular weight, falling:
SMILES | FBW7 act | MITF primary | TEAD-YAP inh | GPR151 activ
CCOC(=O)c1ccc(NC(=O)CN(c2cccc(C(C)=O)c2)S(C)(=O)=O)cc1 | 0.3 | 16 | -2 | -3.8
COc1cc(C(c2nnnn2C(C)(C)C)N2CCc3ccccc3C2)ccc1O (stereo unspecified) | 0.5 | 1 | -56 | 0.1
Cc1cccc(C2C3=C(CCCC3=O)Nc3c2c(=O)n(C)c(=O)n3C)c1 (stereo unspecified) | 0.0 | -5 | 4 | -0.7
COC(=O)C1=CN(C2CC2)C=C(C(=O)OC)C1c1ccccc1 | 0.3 | 6 | 2 | 0.1
Fc1ccccc1-c1nc(N2CCOCC2)c2ccccc2n1 | 0.1 | 11 | 24 | 1.0
COc1ccccc1C/C(N)=N/OC(=O)c1ccccc1 | 0.5 | -5 | -40 | 0.5

Next entries follow.
SMILES | FBW7 act | MITF primary | TEAD-YAP inh | GPR151 activ
O=C(ONC(=O)c1cccs1)c1ccc2c(c1)S(=O)(=O)c1ccccc1C2=O | 0.0 | -4 | 7 | 0.3
O=C(CN1C(=O)NC2(CCc3ccccc32)C1=O)Nc1cccc(Cl)c1 (stereo unspecified) | 0.0 | 1 | 7 | 1.1
COc1ccc(-c2cc(C(F)(F)F)n3nc(C(=O)Nc4sc5c(c4C(=O)OC(C)C)CCCC5)cc3n2)cc1 | -0.1 | 12 | 5 | 0.2
NC(=O)c1c(NC(=O)CSc2nnnn2-c2ccccc2)sc2c1CCC2 | -0.2 | -6 | 10 | -0.3
O=c1[nH]c(C2COc3ccc(F)cc3C2)nc2ccc(-c3cn[nH]c3)cc12 (stereo unspecified) | -0.1 | -9 | -1 | -0.6
O=C(Cn1cnc2c(nnn2Cc2ccccc2F)c1=O)Nc1ccccc1F | 0.4 | -14 | -4 | -0.7
O=C1CCCN1CCn1cnc2c(NCCOc3ccccc3)nc(NC3CCC(O)CC3)nc21 (stereo unspecified) | -0.1 | 7 | -6 | 2.7
O=C(COc1ccc(Br)cc1CO)NCc1ccccc1 | -0.1 | -7 | -10 | 0.8
Cc1cccc(N2C(=O)c3cccc(Cl)c3C2=O)c1 | 0.0 | 13 | -3 | 0.6
O=c1c2cc(F)ccc2[nH]c(=S)n1Cc1cccnc1 | -0.1 | -4 | 3 | 2.4
O=C(NCCCn1ccnc1)c1nn2c(C(F)(F)F)cc(-c3ccco3)nc2c1Br | 0.1 | -8 | 6 | -0.8
O=C(Nc1cc(Oc2ccc(F)cc2)cc([N+](=O)[O-])c1)C(C(F)(F)F)C(F)(F)F | 0.1 | -12 | 0 | 1.1
O=C(CSc1nc2[nH]ncc2c(=O)n1-c1ccccc1)Nc1cccc(C(F)(F)F)c1 | 0.8 | 14 | 16 | -2.3
Cc1nc(Nc2cccc(F)c2)cc(-n2cccn2)n1 | -0.1 | 6 | 0 | 0.4
CCOC(=O)c1cnc2ccc(C(=O)OC)cc2c1NCCCN1CCOCC1 | 1.1 | 22 | 12 | -0.5
CC1(C(=O)O)CC(c2ccccc2)=NO1 (stereo unspecified) | 0.1 | 15 | 2 | -0.2
COc1ccc(NC(=O)CSc2nc3ccccc3c(=O)n2CCCN2CCC(C)CC2)c(OC)c1 | -0.2 | 7 | -4 | -0.2
CCOCCCNC(=O)C1CCCN(c2nnc(N3CCCC3=O)s2)C1 (stereo unspecified) | 0.0 | 1 | 3 | 0.9
CC(C)/C=N/Nc1ccc(S(N)(=O)=O)cc1[N+](=O)[O-] | -0.1 | 0 | -4 | 0.5
COc1ccccc1C1=NOC(C(=O)Nc2cc(C)on2)C1 (stereo unspecified) | 0.2 | -15 | -4 | 2.5
CCCCc1ccc(NC(=O)c2ccc(C(C)(C)C)cc2)cc1 | 0.1 | 16 | -5 | -0.6
O=c1c2ccccc2[nH]c2ccc(I)cc12 | 0.0 | 2 | -20 | -1.7
COc1cc(/C=N/NC(=O)c2cccc(NC(=O)c3ccccc3C)c2)ccc1O | 0.7 | 13 | -1 | 1.0
COc1ccc(C=Nc2ccc3nc(-c4ccncc4)[nH]c3c2)cc1OC | -0.1 | -6 | -2 | -1.0
CC(C)NC(=O)CN1CCN(C(=O)c2ncoc2-c2ccc3ccccc3c2)CC1 | 0.0 | 5 | -1 | -0.3

Part of the list above, showing only FBW7 act, TEAD-YAP inh and GPR151 activ.
| Molecule | FBW7 act | TEAD-YAP inh | GPR151 activ |
| --- | --- | --- | --- |
| COc1ccc(C=Nc2ccc3nc(-c4ccncc4)[nH]c3c2)cc1OC | -0.1 | -2 | -1.0 |
| NC(=O)c1c(NC(=O)CSc2nnnn2-c2ccccc2)sc2c1CCC2 | -0.2 | 10 | -0.3 |
| COc1cc(/C=N/NC(=O)c2cccc(NC(=O)c3ccccc3C)c2)ccc1O | 0.7 | -1 | 1.0 |
| COc1ccc(NC(=O)CSc2nc3ccccc3c(=O)n2CCCN2CCC(C)CC2)c(OC)c1 | -0.2 | -4 | -0.2 |

Other results:
SMILES | FBW7 act | MITF primary | TEAD-YAP inh | GPR151 activ
O=C(CN1CCN(c2ccc(Cl)cc2)CC1)Nc1ccc(Cl)c(C(F)(F)F)c1 | 0.1 | 3 | -2 | 1.6
COC(=O)CSc1nnc(-c2cccnc2)n1-c1ccc(C)cc1C | 0.1 | -8 | -3 | 0.1
COc1ccc(/C=C2\N=C(c3cccc(I)c3)OC2=O)cc1OC(C)=O | 0.0 | -1 | 5 | -0.2
O=c1c2ccccc2nc(SCc2ccc(Cl)cc2)n1CC1COc2ccccc2O1 (stereo unspecified) | -0.2 | -12 | -8 | -0.9
CC1CCCN(Cc2nc3c(c(=O)n(C)c(=O)n3C)n2Cc2ccc(Cl)cc2)C1 (stereo unspecified) | 0.0 | -4 | -1 | -0.9
COc1ccc(NCc2ccc(OCC(=O)NC(C)(C)C)cc2)cc1 | -0.1 | -4 | 5 | 0.2
Cn1c(=O)[nH]c(=O)c2c1nc1n(-c3ccc(Cl)cc3)c(-c3ccccc3)cn21 | -0.1 | -11 | -7 | -1.9
c1ccc2cc(CN3CCSCC3)ccc2c1 | 0.0 | 57* | -6 | 0.6
CCC1CCCCN1C(=O)C[n+]1ccccc1 (stereo unspecified) | 0.2 | -19 | -2 | -0.6
CCOC(=O)C1=C(c2ccccc2)N=C2SCC(=O)N2C1c1ccc(Cl)cc1 (stereo unspecified) | -0.1 | -2 | -7 | 0.3
O=C(c1ccc(Br)o1)N1N=C(c2ccc(Br)cc2)CC1c1ccc(Br)cc1 (stereo unspecified) | -0.1 | -4 | -1 | -1.1
Cc1n[nH]c(C)c1CCN(C)C(=O)CCc1nnc(Cc2ccc(-c3ccccc3)cc2)o1 | 0.2 | -4 | 6 | 3.4
FC(F)(F)c1cccc(NC(=S)N(Cc2cccnc2)Cc2ccccc2Cl)c1 | 0.1 | -11 | 7 | 2.5
Cc1cc(OCCN2CCC(C)CC2)ccc1[N+](=O)[O-] | -0.1 | 52* | -31 | -0.1
Cc1ccc(S(=O)(=O)C(CNC(=O)c2ccccc2)c2ccco2)cc1 (stereo unspecified) | -0.1 | 11 | -18 | 0.9
CC(=O)Nc1ccc(S(=O)(=O)N2CCC(c3nc4ccc(C)cc4[nH]3)CC2)cc1 | -0.1 | -1 | 1 | -0.3
CCN(CC)S(=O)(=O)c1ccc(C(=O)Nc2nnc(C3=COCCO3)o2)cc1 | 0.1 | 26 | -4 | 1.1
COc1cc2c(cc1OC)C(c1cc(Br)ccc1F)N(C(=O)CC(C)C)CC2 (stereo unspecified) | 0.0 | -7 | -1 | 1.0
CCOc1ccccc1OCCOc1ccccc1C(C)=O | -0.1 | -22 | -6 | -1.2
COC(=O)CSc1nnc(CSc2ncccn2)n1-c1ccc(Cl)cc1 | -0.3 | -3 | 1 | -1.0
CC(C)(C)c1ccc(-c2cn[nH]c2N)cc1 | 0.2 | 11 | -2 | -0.9
COc1ccc(Cl)cc1S(=O)(=O)N1CC(C)OC(C)C1 (stereo unspecified) | 0.4 | 18 | -12 | 1.3
CC(=O)c1c(NC(=O)Cc2ccccc2)nc(C)nc1-c1ccccc1 | 0.0 | 0 | 11 | 3.4
Cc1cc(N(C)CCO)n2nc(-c3cccc(Cl)c3)cc2n1 | 0.1 | -3 | -13 | -0.6
Cc1ccc(Cl)cc1S(=O)(=O)N1CCN(C(c2ccccc2)c2ccccc2)CC1 | -0.1 | 7 | 11 | -0.8
Next section.
SMILES | FBW7 act | MITF primary | TEAD-YAP inh | GPR151 activ
CN1CCN(c2ccc(CNS(=O)(=O)c3cccc4nonc34)cc2)CC1 | -0.2 | 4 | 1 | -0.7
CC(=O)N(C)c1ccc(NS(=O)(=O)c2ccc([N+](=O)[O-])cc2)cc1 | 0.0 | 17 | 6 | -2.0
O=S(=O)(Nc1ccc(F)c(F)c1)c1ccc(F)cc1 | 0.0 | -2 | 11 | -0.5
S=C(c1ccc2c(c1)OCO2)N1CCCC1 | 0.1 | -18 | 1 | -2.0
N#CCCn1cc(/C=N/O)c(-c2ccc(-c3ccccc3)cc2)n1 | -0.1&-0.1 | -5&-9 | -7&-6 | 0.2&1.4
CC(=O)Nc1cccc(-c2ccc(NCCc3ccccn3)nc2)c1 | 0.1 | -1 | -2 | -1.5
COCCn1c(=NC(=O)c2ccc([N+](=O)[O-])cc2)sc2cc(OC)c(OC)cc21 | 0.4 | -6 | -11 | -1.4
O=C1C2C3C=CC(CO)(O3)C2C(=O)N1c1ccccc1-c1ccccc1 (stereo unspecified) | -0.1 | -2 | -14 | 0.5
Cc1ccc(-n2nnc3c(=O)n(C/C=C/c4ccccc4)cnc32)cc1 | 1.1 | 13 | 4 | -0.9
CC(=O)N1CCC(n2nc(-c3ccoc3C)oc2=O)CC1 | 0.0 | -11 | -1 | 0.4
CSCCC(NC(=O)C1CCC(C)CC1)C(=O)Nc1ccncc1 (stereo unspecified) | 0.0 | 1 | -2 | 0.3
Cn1c(N)c(C(=O)COC(=O)COc2ccc(Cl)cc2)c(=O)n(C)c1=O | 0.0 | -1 | -9 | -0.7
CCN(CC)c1nc(NCCO)nc(N2CCN(c3ccccn3)CC2)n1 | 0.0 | 14 | 5 | 7.6*
Cc1onc(-c2ccccc2Cl)c1C(=O)Nc1ccc2c(c1)CC(=O)N2C | -0.2 | -9 | -2 | 0.8

Not a hit list; 3.4% or so of the library scored in one or more.
